EBV LMP1 NFkB – reduces LMP1-driven NF-kappaB luciferase signal; 0.69% of 350,000 active; LMP1-induced NF-kappaB luciferase reporter cells, luminescence; inhibition, % at 12.5 µM; in the data active = inhibition above about 41%;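 note: 0% = neutral control wells and 100% = reference inhibitor control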
SRC2 inh – inhibits human steroid receptor coactivator 2 | HEK293 GAL4-SRC2 luciferase reporter, luminescence | inhibition, % at 9 µM | 0.17% of 370,000 active | AID 651957;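 active = inhibition above the mean inhibition of all tested compounds plus 3 SD, set per campaign, cut at about 52% in these data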;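 note: 0% = DMSO treated cells and 100% = cells given Gossypol at 36 µM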
NR2F2 inh – blocks human COUP-TFII nuclear receptor. HEK293T NGFI-A luciferase reporter, luminescence. P24468. inhibition, % at 8.6 µM. 0.7% of 370,000 active;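 active = inhibition above a per-plate cutoff, mean inhibition of test wells between control levels plus 3 SD, cut at about 38% in these data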;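 note: cells cotransfected with COUP-TFII expression vector driving the NGFI-A reporter; 0% = median of COUP-TF2 test wells and 100% = reporter-only cells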
Target sequence (P24468 whole entry, looked up): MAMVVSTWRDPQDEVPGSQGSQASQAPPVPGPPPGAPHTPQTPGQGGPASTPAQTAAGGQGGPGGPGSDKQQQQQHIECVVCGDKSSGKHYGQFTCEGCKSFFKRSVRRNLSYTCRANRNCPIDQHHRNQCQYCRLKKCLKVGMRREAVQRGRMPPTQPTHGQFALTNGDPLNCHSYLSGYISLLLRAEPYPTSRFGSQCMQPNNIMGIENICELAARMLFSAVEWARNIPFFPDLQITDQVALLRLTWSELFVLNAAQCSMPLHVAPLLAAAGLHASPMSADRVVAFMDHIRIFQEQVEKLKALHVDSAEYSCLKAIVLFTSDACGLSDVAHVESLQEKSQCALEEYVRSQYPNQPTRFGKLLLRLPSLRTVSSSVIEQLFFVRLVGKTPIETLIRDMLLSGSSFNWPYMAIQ
MC4R ag barr – agonists of human melanocortin 4 receptor (MC4R) beta-arrestin; U2OS MC4R beta-arrestin complementation, luminescence; percent of melanotan II response, DMSO zero; activation, % at 8.9 µM; AID 540308; 0.98% of 360,000 active;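 active = activation above a per-plate cutoff, the mean activation of sample wells on that plate plus 3 SD, cut at about 8% in these data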
Target sequence (P32245 whole entry, looked up): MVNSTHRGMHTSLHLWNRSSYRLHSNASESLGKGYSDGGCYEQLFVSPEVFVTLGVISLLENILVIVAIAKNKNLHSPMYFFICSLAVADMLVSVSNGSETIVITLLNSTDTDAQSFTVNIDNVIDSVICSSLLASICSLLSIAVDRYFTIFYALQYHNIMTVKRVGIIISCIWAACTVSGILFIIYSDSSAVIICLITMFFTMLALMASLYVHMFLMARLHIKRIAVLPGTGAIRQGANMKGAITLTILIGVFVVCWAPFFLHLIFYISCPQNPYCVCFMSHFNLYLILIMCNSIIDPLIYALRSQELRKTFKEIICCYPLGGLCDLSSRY
LRH-1 inv ag – NR5A2 inverse agonism in reporter assay; O00482; HEK293T StAR-luciferase reporter, LRH-1 transfected, 24 h; inhibition, % at 3.6 µM; 0.13% of 360,000 active; AID 602396;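 active = inhibition above the mean inhibition of all tested compounds plus 3 SD, cut at about 73% in these data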;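 note: 0% = DMSO wells and 100% = reporter-only cells lacking LRH-1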
NCOA1 inh – inhibits human SRC1 coactivator | AID 588354 | 0.12% of 360,000 active | HEK293 GAL4-SRC1 luciferase reporter, luminescence | Q15788 | inhibition, % at 3.6 µM;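 active = inhibition above the campaign mean plus 3 SD, with each screening campaign given its own cutoff, cut at about 60% in these data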;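 note: 0% = DMSO treated cells and 100% = gossypol at 36 µM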
NOD2 RIPK2 PPI – NOD2-RIPK2 protein interaction inhibition; O43353; CHO BLA complementation NOD2-RIPK2, CCF4 ratio; inhibition, % at 4.98 µM; 0.38% of 360,000 active; AID 624267; in the data active = inhibition above about 21%;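 note: 0% = vehicle only and 100% = reference blocker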
NCOA3 inh – inhibits human SRC3 coactivator. HEK293 GAL4-SRC3 luciferase reporter, luminescence. inhibition, % at 3.6 µM. 0.17% of 360,000 active. AID 588352;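 active = inhibition above a per-campaign cutoff, the mean of all compounds plus 3 SD, cut at about 60% in these data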;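 note: 0% = DMSO-treated cells and 100% = gossypol-treated cells at 36 µM; higher means less SRC3-driven luciferase light from the GAL4 reporter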
MC4R antag cAMP – blocks human MC4R cAMP signaling. P32245. MC4R-expressing cells, MTII-stimulated cAMP, LANCE TR-FRET. inhibition, % at 6.5 µM. 0.48% of 360,000 active;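 active = inhibition above its plate's cutoff, the mean of tested wells on that plate plus 3 SD, cut at about 29% in these data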;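 note: 0% = Melanotan II alone and 100% = Melanotan II plus saturating MCL0020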
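Assay system: human MC4R-expressing U2OS cells; reagent: Melanotan II stimulation of cells; dosing: 6.5 µM single dose; timing: compound 30 min, challenge 1 h, detection 1 h; signal: TR-FRET cAMP assay; replicates: one well per compound, no replicates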
ABHD5-PLIN5 inh – inhibitors of human ABHD5-perilipin-5 interaction. Q00G26+Q8WTS1. Split G. princeps luciferase complementation, luminescence, 4 h. inhibition, % at 4 µM. 0.78% of 360,000 active. AID 602281;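 active = inhibition above the mean inhibition across every tested compound plus 3 SD, cut at about 22% in these data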;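 note: 0% = DMSO only wells and the 100% control is not disclosed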
TLR9-MyD88 block – TLR9-MyD88 interaction inhibition; Q9NR96+Q99836; 0.21% of 340,000 active; inhibition, % at 4.98 µM; CHO BLA complementation TLR9-MyD88, CCF4 FRET ratio; AID 504734;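 active = inhibition above the mean over all tested compounds plus 3 SD, cut at about 21% in these data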;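 note: 0% = DMSO only wells and 100% = clavulanate BLA inhibitor control wells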
Starred values were filed as active, the others as inactive; · = no result given.

structure,EBV LMP1 NFkB,SRC2 inh,NR2F2 inh,MC4R ag barr,LRH-1 inv ag,NCOA1 inh,NOD2 RIPK2 PPI,NCOA3 inh,MC4R antag cAMP,ABHD5-PLIN5 inh,TLR9-MyD88 block
CCCN(CCC)C(=O)c1ccc2c(c1)S(=O)(=O)c1ccccc1C2=O,2,-2,4,-3.6,-28,-10,-14,17,-8,-7,-3
CCc1ccc(NC(=O)C(C)OC(=O)Cc2cc(OC)c(OC)c(OC)c2)cc1 (stereo unspecified),3,-11,7,-2.3,6,-20,-11,-16,1,3,-8
C[C@H](NC(=O)c1ccccc1Cl)C(=O)OCC(=O)NNC(=O)c1cccs1,-6,15,-35,-3.5,-5,5,7,12,2,2,6
O=C(NCCCN1CCCC1=O)c1cc(S(=O)(=O)N2CCN(c3ccccc3)CC2)ccc1Cl,-2,-17,-8,-0.9,-8,-4,0,-5,3,3,9
CC(=O)Nc1cccc(C(=O)Nc2ccc(S(=O)(=O)NC3=NCCCCC3)cc2)c1,2,-11,-27,-4.4,-1,32,-4,18,2,6,-3
COc1ccc(OC)c(NC(=O)c2ccc3c(c2)C(=O)N(CC2CCCO2)C3=O)c1 (stereo unspecified),-9,4,1,-2.5,-2,-19,-10,9,-1,1,4
CSc1ccc(CNC(=O)C2(C)CCCN2CC(C)C)cc1 (stereo unspecified),·,13,1,3.7,-25,-5,-12,-19,2,1,·
Cc1ccc(C)c(NC(=O)CSc2nnc(-c3n[nH]c4ccccc34)o2)c1,-11,1,19,-0.9,45,7,6,16,-3,2,6
C=CCNc1nnc(SC2CC(=O)N(c3ccc(OC)cc3)C2=O)s1 (stereo unspecified),1,-10,-1,-1.9,21,0,1,13,0,13,-4
O=c1c2ccccc2nc(/C=C/c2ccc(Br)cc2)n1CCCO,-18,-4,-3,1.3,-10,-3,6,4,11,2,8
COc1ccc(/C=N/NC(=O)c2cccc(Br)c2)cc1CSc1ccccn1,-25,1,-6,-0.8,-21,-16,0,-2,11,0,3
CC(C)c1ccccc1NC(=O)c1cccc(NC(=O)c2ccccc2)c1,-10,-12,4,-1.0,-12,-6,-7,-14,17,5,-10
Cc1cc2nccc(-c3ccc(F)cc3)n2n1,7,28,-9,0.5,-10,18,-1,0,16,0,-2
Cc1sc2ncnc(NCC(c3ccccc3)N(C)C)c2c1C (stereo unspecified),-5,-1,5,0.2,-12,-1,-6,17,1,-2,2
CCC(=O)Nc1ccc2c(c1)N(C(C)=O)c1ccccc1CC2,1,0,-2,-2.1,5,5,1,-22,-5,4,-5
N#Cc1ccc(OCC(=O)N/N=C/C2CC=CCC2)cc1 (stereo unspecified),-7,-22,1,-3.6,-24,-12,-3,0,10,-1,1

A draw from above in order of SMILES length, ascending.
structure,EBV LMP1 NFkB,SRC2 inh,NR2F2 inh,MC4R ag barr,LRH-1 inv ag,NCOA1 inh,NOD2 RIPK2 PPI,NCOA3 inh,MC4R antag cAMP,ABHD5-PLIN5 inh,TLR9-MyD88 block
Cc1cc2nccc(-c3ccc(F)cc3)n2n1,7,28,-9,0.5,-10,18,-1,0,16,0,-2
CSc1ccc(CNC(=O)C2(C)CCCN2CC(C)C)cc1 (stereo unspecified),·,13,1,3.7,-25,-5,-12,-19,2,1,·
CCC(=O)Nc1ccc2c(c1)N(C(C)=O)c1ccccc1CC2,1,0,-2,-2.1,5,5,1,-22,-5,4,-5
C=CCNc1nnc(SC2CC(=O)N(c3ccc(OC)cc3)C2=O)s1 (stereo unspecified),1,-10,-1,-1.9,21,0,1,13,0,13,-4
CC(C)c1ccccc1NC(=O)c1cccc(NC(=O)c2ccccc2)c1,-10,-12,4,-1.0,-12,-6,-7,-14,17,5,-10
COc1ccc(/C=N/NC(=O)c2cccc(Br)c2)cc1CSc1ccccn1,-25,1,-6,-0.8,-21,-16,0,-2,11,0,3
CCCN(CCC)C(=O)c1ccc2c(c1)S(=O)(=O)c1ccccc1C2=O,2,-2,4,-3.6,-28,-10,-14,17,-8,-7,-3
Cc1ccc(C)c(NC(=O)CSc2nnc(-c3n[nH]c4ccccc34)o2)c1,-11,1,19,-0.9,45,7,6,16,-3,2,6
CCc1ccc(NC(=O)C(C)OC(=O)Cc2cc(OC)c(OC)c(OC)c2)cc1 (stereo unspecified),3,-11,7,-2.3,6,-20,-11,-16,1,3,-8
C[C@H](NC(=O)c1ccccc1Cl)C(=O)OCC(=O)NNC(=O)c1cccs1,-6,15,-35,-3.5,-5,5,7,12,2,2,6
COc1ccc(OC)c(NC(=O)c2ccc3c(c2)C(=O)N(CC2CCCO2)C3=O)c1 (stereo unspecified),-9,4,1,-2.5,-2,-19,-10,9,-1,1,4
O=C(NCCCN1CCCC1=O)c1cc(S(=O)(=O)N2CCN(c3ccccc3)CC2)ccc1Cl,-2,-17,-8,-0.9,-8,-4,0,-5,3,3,9

Remaining list, next part
structure,EBV LMP1 NFkB,SRC2 inh,NR2F2 inh,MC4R ag barr,LRH-1 inv ag,NCOA1 inh,NOD2 RIPK2 PPI,NCOA3 inh,MC4R antag cAMP,ABHD5-PLIN5 inh,TLR9-MyD88 block
COc1ccc(-c2cc(-c3ccc(N)cc3)nc(N)c2C#N)cc1OC,14,-30,-20,3.1,7,-18,3,4,0,-3,-1
NS(=O)(=O)c1ccc(NC(=O)COC(=O)COc2ccccc2)cc1,-1,5,-19,-1.9,6,7,-7,13,-1,-6,-4
O=C(COC(=O)c1ccc(Cl)c(S(=O)(=O)N2CCCCC2)c1)NCC1CCCO1 (stereo unspecified),-3,10,-28,-1.4,6,13,-1,23,-8,10,-1
COc1ccc(OC)c(S(=O)(=O)N2CCN(CC(O)COc3ccc(C#N)cc3)CC2)c1 (stereo unspecified),5,4,22,-1.1,-12,-6,-4,3,1,-3,-22
CN(C)S(=O)(=O)c1ccc(S(=O)(=O)N(CC(=O)Nc2ccccc2)CC2CCCO2)cc1 (stereo unspecified),4,-7,15,-1.3,12,6,-12,8,2,0,-4
CNS(=O)(=O)c1cccc(C(=O)OCC(=O)C23CC4CC(CC(C4)C2)C3)c1,-8,21,-4,4.3,-13,8,10,5,-1,-10,-2
CCOC(=O)C(=O)Nc1nnc(Cc2ccc(OC)c(OC)c2)s1,0,-7,10,-0.8,-2,2,4,19,11,-5,2
CC1=NN(C(=O)COc2cc(C)ccc2C(C)C)C(O)(c2ccccc2)C1 (stereo unspecified),-3,-6,9,0.0,-30,-80,6,-34,2,6,1

Screening results as filed in PubChem.

Only part of the results is shown; rates above refer to the full screens.
